# TrxR1 inh: qHTS Assay for Inhibitors of Mammalian Selenoprotein Thioredoxin Reductase 1 (TrxR1): qHTS; 1% of 390,000 active; Thioredoxin reductase 1, cytoplasmic (Rattus norvegicus), O89049; Potency, µM (highest dose often 114 µM), without a hit: at the top dose activity change, negative = inhibition, actives largely listed as inhibitors; recombinant rTrxR1, NADPH fluorescence consumption, selenite substrate; AID 588453, 2011; note: potency is the fitted concentration of half-maximal effect; % is set by controls: 0 for no effect and ±100 for the full control effect; nearly all actives have a fitted effect of over 65% in size
#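 Rat TrxR1 (90 nM in the dispensed reagent) was pre-reduced with 400 uM NADPH for 5 min at room temperature, then incubated with compound for 15 min. After 400 uM selenite was added, NADPH fluorescence (Ex 340/Em 450 nm) was followed for 8 min.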
# Pin1 inhibitor: qHTS Assay to Find Inhibitors of Pin1; 0.009% of 390,000 active; Pin1 FP peptide displacement, HiFluor488, 10 min; Peptidyl-prolyl cis-trans isomerase NIMA-interacting 1 (Homo sapiens), Q13526; Potency, µM (doses to about 115 µM), inactives show at the top dose activity, negative = inhibition, actives largely listed as inhibitors; active = well fitted inhibition curve with a large enough effect in the polarisation, with a control signal flat, not every such curve was filed as active; inconclusive = small, poorly fitted or top-dose-only effect, or effect the other way, or a change in a side signal; inactive = no such curve, though single readings can be large or run the other way; the % refers to the polarisation; note: potency is the fitted concentration of half-maximal effect; % is set by controls: 0 for no effect and ±100 for the full control effect
# TrxR1 substrate: qHTS Assay for Substrates of Mammalian Selenoprotein Thioredoxin Reductase 1 (TrxR1): qHTS; Potency, µM (top dose mostly 114 µM), for inactives: at the top dose activity change, negative = substrate turnover; 0.01% of 390,000 active; Thioredoxin reductase 1, cytoplasmic (Rattus norvegicus), O89049; purified TrxR1 substrate turnover, NADPH consumption readout; note: potency is the fitted concentration of half-maximal effect; % is set by controls: 0 for no effect and ±100 for the full control effect; nearly all actives have a fitted effect of over 50% in size
#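 Rat TrxR1, dispensed at 90 nM, was prereduced with 400 uM NADPH (final) for 5 min at ~22 deg C, then incubated with compound 15 min before 400 uM selenite. A first-read NADPH fluorescence drop versus no-compound background flagged substrates.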
# GLS inh: qHTS for Inhibitors of Glutaminase (GLS); GLS enzymatic activity, qHTS titration; 0.21% of 410,000 active; Potency, µM (titrated, usually from 45.5 µM), inactives show top-dose activity change, negative = inhibition, usual class: inhibitors; Glutaminase kidney isoform, mitochondrial (Homo sapiens), O94925; note: potency is the fitted concentration of half-maximal effect; % is set by controls: 0 for no effect and ±100 for the full control effect
#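 hKGA; 45 mM KH2PO4 pH 8.2 + 0.02% Tween-20; cpd via pin tool; 1 mM Gln soln; GluOx/HRP/Amplex Red; RT 30 min; fluor. t0 & final.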
# Tb PGK inh: qHTS Assay to Find Inhibitors of Phosphoglycerate Kinase; AID 602233, 2012; PGK/GAPDH coupled, Kinase-Glo luminescence, 60 min; Phosphoglycerate kinase, glycosomal (Trypanosoma brucei brucei), P07378; 0.043% of 380,000 active; Potency, µM (titrated, usually from 57.5 µM), without a hit: at the highest dose activity change, negative = inhibition, usual class: inhibitors; note: potency is the fitted concentration of half-maximal effect; % is set by controls: 0 for no effect and ±100 for the full control effect; nearly all actives have a fitted effect of over 60% in size
#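 Recombinant glycosomal PGK reaction used 1,3-bisphosphoglycerate generated in-well by GAPDH (100nM final) in 100mM TEA pH 7.6, 5mM MgCl2, 0.01% Tween-20. After 60 minutes at room temperature, ATP was read by Kinase-Glo Plus luminescence end-point.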
# PI4K2A block: qHTS for small molecular inhibitors of PI4K2A. activity change, negative = inhibition, % at 76.9 µM. purified PI4K2A, ADP-Glo luminescence, 1 h; hits give low values. 0.13% of 420,000 active. AID 1346378, 2018. Phosphatidylinositol 4-kinase type 2-alpha (Homo sapiens), Q9BTU6; in the data active = activity change below about -50%; inconclusive = mostly about -30% to -49%;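 note: -100% = wells without enzyme as full effect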
#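 Compounds are screened against recombinant PI4K2A using PI as substrate and ATP, the latter dispensed at 300 microM. Reactions run one hour at ambient temperature before ADP-Glo detection; full inhibition defined by wells lacking enzyme.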
# USP1-UAF1 inh: Inhibitors of USP1/UAF1: Primary Screen. AID 743255, 2014. Ubiquitin carboxyl-terminal hydrolase 1 (Homo sapiens), O94782. recombinant USP1/UAF1, Ub-Rhodamine cleavage fluorescence. Potency, µM (top dose mostly 57.1 µM), for inactives: top-dose activity change, negative = inhibition, usual class: inhibitors. 0.23% of 390,000 active; note: potency is the fitted concentration of half-maximal effect; % is set by controls: 0 for no effect and ±100 for the full control effect; nearly all actives have a fitted effect of over 60% in size; inactives centre near -12
# Target sequence (O94782 whole entry, looked up): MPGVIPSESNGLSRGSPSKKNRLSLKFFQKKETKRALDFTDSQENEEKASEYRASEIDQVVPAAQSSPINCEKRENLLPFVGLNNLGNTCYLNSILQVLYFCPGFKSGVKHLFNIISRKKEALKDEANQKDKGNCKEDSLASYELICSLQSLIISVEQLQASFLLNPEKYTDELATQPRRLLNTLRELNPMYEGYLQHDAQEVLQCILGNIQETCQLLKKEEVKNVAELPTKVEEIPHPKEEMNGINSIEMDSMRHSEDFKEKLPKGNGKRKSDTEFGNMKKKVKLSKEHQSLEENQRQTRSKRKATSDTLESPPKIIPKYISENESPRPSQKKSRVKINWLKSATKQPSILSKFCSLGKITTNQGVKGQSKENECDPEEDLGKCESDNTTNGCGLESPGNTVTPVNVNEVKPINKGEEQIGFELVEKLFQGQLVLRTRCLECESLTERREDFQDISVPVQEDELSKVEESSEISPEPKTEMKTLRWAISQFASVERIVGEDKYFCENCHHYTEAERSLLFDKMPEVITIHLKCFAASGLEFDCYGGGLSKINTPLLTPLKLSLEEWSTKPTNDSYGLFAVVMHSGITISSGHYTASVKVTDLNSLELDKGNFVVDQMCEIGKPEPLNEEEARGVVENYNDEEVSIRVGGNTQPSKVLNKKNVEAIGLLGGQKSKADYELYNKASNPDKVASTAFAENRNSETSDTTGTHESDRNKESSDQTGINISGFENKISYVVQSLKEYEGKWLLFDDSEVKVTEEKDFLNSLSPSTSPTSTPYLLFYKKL
#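 USP1/UAF1 complex (1 nM) preincubated 15 min at room temperature with compound, then Ub-Rho substrate (150 nM final) added. Kinetic fluorescence at 480/540 nm over 6 reads at 60 s intervals; 50 mM HEPES pH 7.8, 0.5 mM EDTA, 0.1 mg/ml BSA, 1 mM TCEP, 0.01% Tween-20.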
# HP1b chromo inh: HTS for Inhibitors of HP1-beta Chromodomain Interactions with Methylated Histone Tails. Chromobox protein homolog 1 (Homo sapiens), P83916. 0.56% of 390,000 active. AlphaScreen HP1-beta / biotin-H3K9me3 peptide binding. Potency, µM (top dose mostly 114 µM), for inactives: at the highest dose activity change, negative = inhibition, most hits filed as inhibitors; note: potency is the fitted concentration of half-maximal effect; nearly all actives have a fitted effect of over 70% in size; inactives centre near 23
# Target sequence (P83916 whole entry, looked up): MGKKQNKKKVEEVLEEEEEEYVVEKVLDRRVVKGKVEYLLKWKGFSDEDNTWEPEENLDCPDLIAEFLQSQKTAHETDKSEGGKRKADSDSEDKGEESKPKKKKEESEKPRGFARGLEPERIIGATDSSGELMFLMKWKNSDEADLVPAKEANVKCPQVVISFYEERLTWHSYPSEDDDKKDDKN
#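 AlphaScreen: HP1-beta (50 nM) preformed 30 min with biotin-H3(1-18)K9me3 peptide (50 nM) in PBS pH 7.4, 0.01% Tween-20. Compound added for 30 min at RT, then streptavidin donor/nickel chelate acceptor beads (10 ug/mL) for 30 min.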
# IDH1 R132H inh: qHTS for Inhibitors of mutant isocitrate dehydrogenase 1 (IDH1): qHTS; IDH1-R132H enzyme, NADPH consumption, diaphorase/resazurin fluorescence; Potency, µM (doses to about 76.6 µM), inactives show top-dose activity change, negative = inhibition, most hits filed as inhibitors; 0.093% of 390,000 active; AID 602179, 2012; note: potency is the fitted concentration of half-maximal effect; % is set by controls: 0 for no effect and ±100 for the full control effect; nearly all actives have a fitted effect of over 65% in size
#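 IDH1-R132H (0.5 ug/mL) preincubated 30 min with compound, then NADPH (0.016 mM) and alpha-KG (2 mM) added; 80 min at RT, pH 7.5. Remaining NADPH coupled via diaphorase/resazurin to fluorescence (540/590 nm); concentration-response curves normalized to no-enzyme control.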
# The depositor's hits bear a star; i = inactive; ? = inconclusive; · = no result given; & = joins results of further samples; [ ] = dose if it differs, or a comment. Unless noted, calls come from the whole dose curve; as a rule, active = well fitted curve in the direction sought with a large enough effect; inconclusive = small, poorly fitted or top-dose-only effect, or another doubt; inactive = no such curve, though single readings can be large; an effect the other way counts as inactive or inconclusive.
SMILES	TrxR1 inh	Pin1 inhibitor	TrxR1 substrate	GLS inh	Tb PGK inh	PI4K2A block	USP1-UAF1 inh	HP1b chromo inh	IDH1 R132H inh
COc1cc(OC)c2c(-c3ccccc3)cc(=O)oc2c1C(CCN1CCCC(C)C1)c1ccc2c(c1)OCO2 (centres undefined)	-2%&6%	0%&0%	-8%&3%	3%	i	-4	-23%	-36%&-7%	8%
CC1(C)Cc2c(sc3c2C(=O)N(c2ccccc2)C2=NCCCN23)CO1	8%	2%	17%	-12%	i	4	-14%	35%	-1%
COc1ccc(NS(=O)(=O)c2cc(NC(=O)c3cccs3)ccc2N2CCOCC2)cc1	8%	2%	-7%	-6%	i	5	-19%	24%	1%
CCN(C(=O)c1cnc(OC)cc1C(F)(F)F)c1ccc(Cl)cc1	15%[11.4 µM]	0%	-26%[11.4 µM]	-7%	-1%	1	-18%	40%[activator]	10%
CCOc1ccc(NC(c2ccccn2)c2oc(CO)cc(=O)c2O)cc1 (centres undefined)	?	-21%	0%	3%	-9%	-10	?	?	7%
COc1ccc(-c2oc3c(OC)c(OC)c(OC)c(O)c3c(=O)c2OC)cc1OC	-15%	?	-7%	11%	7%	-2	-22%	50%[activator]	-13%
CN(Cc1ccccc1)C(=O)c1ccc(CSc2nc3cccnc3n2Cc2ccccc2F)cc1	9%	8%	-2%	13%	-8%	-1	-25%	?	?
CCOc1cc2[nH]c(=S)n(Cc3ccc(C(=O)NCCOC)cc3)c(=O)c2cc1OCC	1%	-3%	-6%	-16%	i	-6	-17%	48%[activator]	-1%
CCN(CC)S(=O)(=O)c1cccc(NC(=O)CNc2cccc(S(=O)(=O)N3CCOCC3)c2)c1	8%	-8%	1%	5%	4%	-5	-5%	37%	-14%
C#CCOCCOCCOCCNc1nc(N2CCOCC2)nc(N2CCN(C(=O)[C@H](CCC(=O)O)n3cc([C@@H](N)CCCCN)nn3)CC2)n1	?	0%	1%	16%	4%	0	-3%	37%[activator]	-5%
O=C(CCC(=O)OCC(=O)c1ccc(Cl)cc1)Nc1ccc(Oc2ccccc2)cc1	-13%	3%	-18%	-6%	1%	-4	-12%	39%	19%
Cc1cccc(-c2nc(CNC(=O)c3ccco3)cs2)c1	-30%	-2%	-5%	4%	6%	5	-10%	37%	-5%
CC/C(=N\NC(=O)CCC(=O)NCc1ccccc1)c1ccc(O)cc1	14%[57.1 µM]	5%	2%	-13%	-3%	-2	1%	-1%	0%
O=C(c1ccco1)N1CCN(C(=O)c2cccc3c2C(=O)N(Cc2cccnc2)C3)CC1	2%[57.1 µM]	1%	0%[57.1 µM]	1%	-10%	-2	-25%	26%	0%
O=C(Nc1cccc(F)c1)c1cc(-c2ccco2)nc2ccccc12	1%	47%[activator]	7%	-20%	-22%	-3	-9%	-7%	-6%
C(#Cc1ccccc1)C[N+]1(CC#Cc2ccccc2)CCCCC1	18%[57.1 µM]	5%	-1%	9%	-1%	-3	?	5%	-4%
Cc1cc(C)cc(NC(=O)CSc2nnc(-c3cc(C)[nH]n3)n2N)c1	18%	2%	-3%	3%	-4%	0	-10%	37%	-1%
CCOc1ccccc1NC(=O)CSc1nnc(CNC(=O)COc2ccc(Cl)cc2)o1	12%	-3%	1%	1%	-1%	-3	-2%	16%	1%
O=S(=O)([N-]c1nc2ccccc2nc1-[n+]1ccc(CCCc2ccccc2)cc1)c1cccs1	15%[57.1 µM]	?	5%[57.1 µM]	0%	1%	-2	?	18%	4%
C[C@H]1CN=C(Nc2ccccc2)N1CC1CCCCC1	-2%	0%	-4%	-10%	-3%	0	-24%	45%[activator]	-2%
CCS(=O)(=O)NCCNc1ccc([N+](=O)[O-])cc1	5%	2%	-13%	1%	-3%	-3	-13%	34%	-4%
Cc1ccc(C(=O)Nc2ccc(Nc3ccccc3)cc2)cc1Br	?	-8%	?	?	-2%	2	?	?	-3%
CC(C)Cc1ccc(S(=O)(=O)N2CCCC2)cc1	7%	6%	-1%	-2%	10%	-1	-2%	43%[activator]	-2%
CCN(CC)S(=O)(=O)c1cc(NS(=O)(=O)c2cccc(Cl)c2)ccc1C	3%	-1%	-2%	1%	7%	1	-4%	·	0%
COc1ccc(NC(=O)c2cccc(NC3=NC4CS(=O)(=O)CC4S3)c2)cc1Cl (centres undefined)	27%[57.1 µM]	-17%	3%[57.1 µM]	3%	-7%	0	-5%	30%	-3%
Cn1c(=O)[nH]c(=O)c2c1nc(CN1CCN(c3ccccc3F)CC1)n2CCc1ccccc1	3%[57.1 µM]	-1%	0%[57.1 µM]	-1%	5%	0	-10%	20%	-2%
CC(Sc1nc(=O)cc(N)n1CCc1ccccc1)C(=O)Nc1ccc(Cl)cc1 (centres undefined)	-5%[57.1 µM]	1%	1%[57.1 µM]	3%	i	1	?	50%[activator]	-12%
CCNc1nc(CC)nc2c1oc1ccccc12	22%	7%	2%	-20%	-2%	0	0%	11%	-1%
CSCC[C@H](NC(=O)[C@H](Cc1ccccc1)n1c(=O)[nH]c2ccccc2c1=O)C(=O)N1CCC[C@@H]1C(=O)O	10%	?	6%	0%	1%	2	-22%	13%	26%
Cc1occc1C(=O)NNC(=O)Cc1ccccc1	0%	-1%	10%[57.1 µM]	10%	·	0	-16%	19%	0%

# Other structures
SMILES	TrxR1 inh	Pin1 inhibitor	TrxR1 substrate	GLS inh	Tb PGK inh	PI4K2A block	USP1-UAF1 inh	HP1b chromo inh	IDH1 R132H inh
COc1ccc(S(=O)(=O)NCC2CCCN(C(=O)CCC(F)(F)F)C2)cc1 (centres undefined)	-21%	-2%	-11%	-1%	5%	2	2%	27%	-6%
COc1cccc(C2C(C(=O)c3cccs3)=C(O)C(=O)N2CCN2CCOCC2)c1 (centres undefined)	-7%	-1%	-2%	-4%	·	-3	-18%	90%[activator]	0%
O=C(CSc1ccc(-c2nc3ccccc3[nH]2)cn1)Nc1ccc(S(=O)(=O)N2CCCC2)cc1	12%	26%	39%[activator]	6%	4%	2	-20%	24%	3%
COC(=O)C1=C(C(=O)OC)[C@@H]2Nc3ccccc3[C@@]23C[C@@H](C(=O)OC)N(C(=O)COCc2ccccc2)C3=N1	17%[57.1 µM]	-1%	-3%	23%	3%	0	-29%	71%[activator]	-4%
CCOC(=O)CC(=O)CSc1nc2c(sc(=S)n2-c2ccc(OCC)cc2)c(=O)[nH]1	-7%[57.1 µM]	3%	5%[57.1 µM]	-14%	2%	-7	-5%	20%	6%
COc1ccc(C)c(S(=O)(=O)Nc2ccc(OCC(=O)O)cc2)c1	1%	-3%	0%	12%	2%	-6	-1%	60%[activator]	-9%
COc1c(C)cccc1C(=O)Nc1cccc2ccc(C)nc12	9%	6%	1%	2%	-8%	-4	-21%	110%[activator]	-4%
N#Cc1c(N2CCN(c3ccc([N+](=O)[O-])cc3)CC2)[n+](=O)c2ccc(Cl)cc2n1[O-]	-33%	?	-14%	2%	i	-2	-16%	7%	5%
CN(/N=C/c1ccncc1)C1=NS(=O)(=O)c2ccccc21	11%[57.1 µM]	8%	8%[57.1 µM]	-1%	-7%	13	-4%	33%	3%
CC1CCN(C(=O)CCCC(=O)N2CCC(C)CC2)CC1	6%	-8%	1%	-1%	-9%	-1	?	29%	-2%
COc1ccc(NC(=O)[C@@H]2CCCN2C(=O)c2cccs2)cc1S(=O)(=O)N1CCCCC1	21%	3%	0%	0%	-5%	1	-20%	33%[activator]	7%
N#Cc1ccc(OCC(O)CS(=O)(=O)c2ccc(F)cc2)cc1 (centres undefined)	16%[57.1 µM]	-3%	11%[57.1 µM]	2%	0%	2	-10%	31%	0%
CCOc1ccc(C(=O)NCCSc2c(C)[nH]c3ccccc23)cc1OCC	8%	60%[activator]	-1%	0%	i	4	-8%	21%	-4%
O=C(Nc1ccccc1-c1ccccc1)c1ccc(NC(=O)c2ccco2)cc1	-3%[57.1 µM]	11%	-1%	7%	-4%	1	-18%	8%	-7%
Cc1nc2c(C(=O)O)cnn2c(C)c1Cc1ccccc1F	22%	-5%	26%	-2%	-6%	2	-9%	35%[activator]	-6%
COc1ccc(NC(=O)C2CCN(S(=O)(=O)c3cccc4nonc34)CC2)cc1OC	-1%	-2%	-1%	3%	2%	-2	?	-7%	-2%
Cc1nc(Sc2nnnn2-c2ccccc2)c(C#N)c(C)c1C	2%	1%	-5%	-4%	-2%	-2	-14%	39%[activator]	1%
Nc1c(Cl)ncnc1NCc1cccnc1	1%	-1%	-10%	25%	-10%	0	-8%	60%[activator]	-8%
CN1CCC(N(C)C(=S)Nc2ccc(F)cc2)CC1	5%	2%	5%	1%	-4%	0	-9%	45%[activator]	-2%

# Source: PubChem BioAssay

# Some of the compounds tested, so the mix of outcomes need not match the whole.
